Thrombin inh – inhibitors of human thrombin | P00734 | inhibition, % at 5 µM | alpha-thrombin, Boc-VPR-AMC fluorogenic substrate cleavage | actives 0.26% (n = 220,000);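 active = inhibition at or above 40%; inactive = inhibition below 40%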;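 also: 0% = enzyme with no compound and 100% = wells without enzyme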
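signal = AMC fluorescence, 355/460 nm | material = human alpha-thrombin enzyme | control set = enzyme without compound as high, wells lacking enzyme as low | times = reaction at room temperature | read-out basis = percent inhibition scaled between no-compound controls and no-enzyme blanks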
Furin inh – blocks human furin protease activity. P09958. purified furin, fluorogenic substrate cleavage. inhibition, % at 30 µM. actives 0.061% (n = 220,000); in the data active = inhibition above about 25%; also: inactives centre near -15
NCF1 inh – blocks human p47phox regulatory protein of NADPH oxidases. P14598. p47phox/p22phox peptide binding, fluorescence polarization, 2 h. inhibition, % at 24.7 µM. actives 0.53% (n = 220,000);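 also: 0% = p47phox with labelled peptide and 100% = labelled peptide alone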
Target sequence (P14598 whole entry, looked up): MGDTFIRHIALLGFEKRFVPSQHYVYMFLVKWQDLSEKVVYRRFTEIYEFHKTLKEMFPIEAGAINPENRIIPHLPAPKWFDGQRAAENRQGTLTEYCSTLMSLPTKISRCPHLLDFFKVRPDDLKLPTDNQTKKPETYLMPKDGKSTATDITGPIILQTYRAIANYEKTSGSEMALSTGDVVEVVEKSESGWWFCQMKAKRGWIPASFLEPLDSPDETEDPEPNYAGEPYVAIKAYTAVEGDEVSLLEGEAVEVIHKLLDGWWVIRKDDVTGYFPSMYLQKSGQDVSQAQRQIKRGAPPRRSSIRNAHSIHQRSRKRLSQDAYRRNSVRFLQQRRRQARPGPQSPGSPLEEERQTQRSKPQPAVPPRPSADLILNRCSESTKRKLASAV
14-3-3 Bad inh – disrupts binding of bovine 14-3-3 zeta to phospho-Bad peptide. actives 0.71% (n = 220,000). AID 781. P63103. inhibition, % at 21.7 µM. TR-FRET 14-3-3zeta/Dy647-pBad peptide displacement, 1 h;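 active = inhibition above about 70%, limit read from the data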;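 also: 0% = full 14-3-3 plus peptide FRET controls and 100% = background without 14-3-3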
Target sequence (P63103 whole entry, looked up): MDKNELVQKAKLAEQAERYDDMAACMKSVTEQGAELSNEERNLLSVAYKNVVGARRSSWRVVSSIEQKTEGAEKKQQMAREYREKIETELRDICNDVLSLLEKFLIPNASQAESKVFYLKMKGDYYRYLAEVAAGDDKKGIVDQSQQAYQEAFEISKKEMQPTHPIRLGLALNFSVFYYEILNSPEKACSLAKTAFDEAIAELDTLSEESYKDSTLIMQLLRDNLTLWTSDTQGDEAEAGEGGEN
Rad51 HR inh – Rad51 (human) homologous recombination inhibition; AID 1385; hRad51 DNA strand exchange, fluorescence dequenching; inhibition, % at 10 µM; actives 0.085% (n = 200,000); Q06609;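 active = inhibition above 40% at the single screening dose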;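 also: 0% = DMSO control wells and 100% = blanks with heterologous ssDNA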
Target sequence (Q06609 whole entry, looked up): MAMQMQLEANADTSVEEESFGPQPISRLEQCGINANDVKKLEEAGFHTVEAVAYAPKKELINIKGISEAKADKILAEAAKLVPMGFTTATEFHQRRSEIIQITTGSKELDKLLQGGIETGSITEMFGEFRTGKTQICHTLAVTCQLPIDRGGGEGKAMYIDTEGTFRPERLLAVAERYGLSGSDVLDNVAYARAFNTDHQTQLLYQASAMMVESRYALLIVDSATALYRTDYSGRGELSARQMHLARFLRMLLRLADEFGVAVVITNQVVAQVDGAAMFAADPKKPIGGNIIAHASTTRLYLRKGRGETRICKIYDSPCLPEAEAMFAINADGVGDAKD
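material = hRad51 filaments on single-stranded DNA | timing = filaments 15 min 37 °C, then compound 30 min | signal = FRET fluorescence dequenching, excitation 485 nm, emission 520 nm | benchmarks = control wells and blank wells on each plate | evaluation = percent inhibition relative to plate controls and blanks | compound = 10 µM final, single point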
KLK5 inh – inhibitors of human kallikrein 5 | Q9Y337 | recombinant hK5, fluorogenic AMC substrate cleavage | inhibition, % at 5 µM | actives 0.59% (n = 210,000) | AID 873;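 active = inhibition of 40% or more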;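 also: 0% = enzyme controls without compound and 100% = no-enzyme blanks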
KCC2 mod – modulators of human KCC2 chloride dependent transport. KCC2 cells, thallium flux FluoZin-2 fluorescence. B-score of Tl+ flux slope (higher = more flux/activation; lower = inhibition) at 10 µM. actives 2.2% (n = 190,000). AID 1456;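 active = thallium flux slope and its plate-corrected score both differing from the plate sample mean at a set confidence after two filtering rounds, in either direction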;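 also: slope of fluorescence scaled to starting intensity during 10 to 20 s after thallium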
EBV gp42 inh – inhibitors of Epstein-Barr virus glycoprotein 42; Q1HVG2; inhibition, % (tested at 21.74 µM); Fluorescence polarization binding assay, mP read-out; actives 0.42% (n = 220,000); AID 1085; in the data active = inhibition above about 50%
eIF4E-4G inh – blocks eIF4E binding to eIF4G; TR-FRET eIF4E-eIF4GI(517-606) binding, 2 h; inhibition, % at 21.7 µM; actives 0.37% (n = 220,000); AID 782;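 also: 0% = full FRET control wells and 100% = background wells lacking eIF4GI fragment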
Starred values were filed as active, the others as inactive; . = not tested or not shown; [ ] = dose if it differs, or a comment.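 The calls were made as follows, unless noted: active = inhibition above about 30% (limit read from the data); inactive = the rest.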

Thrombin inh | Furin inh | NCF1 inh | 14-3-3 Bad inh | structure | Rad51 HR inh | KLK5 inh | KCC2 mod | EBV gp42 inh | eIF4E-4G inh
-6.3 | -32.1 | -3.4 | -18.1 | O=C(CCC(=O)N(CC(=O)NC1CCCCC1)Cc1cccs1)Nc1ccccn1 | 0.5 | -1.6 | -0.921 | 0.9 | 2.8
-6.1 | -17.2[20 µM] | -12.7 | 42.9[fluorescence artefact?] | CCC(C)C(=O)Nc1nc(C)c(-c2csc(Nc3cc(OC)ccc3OC)n2)s1 (centres undefined) | -2.7 | . | 0.244 | -7.9 | 3.9
-2.1 | -27.3 | -13.8 | -6.7 | COC(=O)c1c(NC(=O)COC(=O)Cn2cnc3ccccc32)sc2c1CCCC2 | 9.5 | -11.1 | 0.00538 | -14.8 | 1.9
-4.8 | -6.0[20 µM] | 0.8 | 7.4[fluorescence artefact?] | O=C(O)Cc1ccc(-c2ccccc2-c2ccccc2)cc1 | 1.1 | -12.8 | -0.146 | -6.9 | -0.3
3.3 | -4.9[20 µM] | 7.7 | . | Cc1ccc(NC2OC(CO)C(O)C(O)C2O)cc1 (centres undefined) | -7.2 | -1.5 | 0.914 | -11.8 | .
-9.7 | 5.3 | -6.3 | -19.4 | O=C1CC(NNc2ccccc2)C(=O)N1c1ccccc1 (centres undefined) | -1.2 | -17.6 | 0.36 | -6.9 | 5.5
-7.0 | -21.2[20 µM] | -11.9 | 6.4 | CC(=O)c1sc(NC(=O)C(C)C)nc1C | -0.3 | -8.5 | 0.405 | 15.7 | -16.4
42.7* | -17.9[20 µM] | -10.1 | 4.0 | CCc1ccc(NC2CC(=O)N(c3ccc(OC)cc3OC)C2=O)cc1 (centres undefined) | 2.1 | -20.9 | -0.648 | 13.3 | 1.1
0.5 | -18.7 | 7.6 | 13.8 | c1ccc(Cn2c(CSc3nnnn3-c3ccccc3)nc3ccccc32)cc1 | 3.5 | -10.3 | 0.464 | -20.8 | -36.3
1.3 | -8.8 | -87.7 | -36.5 | O=C(CSc1ccc2ccccc2c1Br)Nc1cccc(S(=O)(=O)NC2=NCCCCC2)c1 | 7.5 | -18.6 | 0.0297 | -33.1 | -1.4
5.4 | -15.9[20 µM] | -4.3 | -2.3[fluorescence artefact?] | O=C1CC(N2CCN(c3ccc(F)cc3)CC2)C(=O)N1Cc1cccs1 (centres undefined) | 0.7 | -12.5 | 0.0236 | -11.9 | -14.7
-6.2 | -19.8 | -15.3 | -11.3 | CCc1ccccc1N1CC23C=CC(O2)C(C(=O)OCC(C)C)C3C1=O (centres undefined) | 0.7 | 18.2 | . | -3.3 | 7.4
-0.4 | -25.1 | -12.2 | 4.7 | COc1ccc(CCNC(=O)CCN2C(=O)COc3ccc(C)cc32)cc1OC | -3.6 | 4.2 | 1.23 | 0.1 | -3.2
-0.3 | -19.0 | -8.9 | -8.7[fluorescence artefact?] | Cc1cc(C)n2nc(SCC(=O)N/N=C/c3ccccn3)nc2n1 | 11.7 | -15.2 | 0.228 | -17.3 | 16.2
-4.5 | -14.3 | -5.0 | -5.1 | CCNC(=S)N/N=C(\C)c1ccc2ccccc2c1 | 0.6 | 2.8 | 19.6* | -6.2 | -3.4
-13.5 | -10.8 | -49.6 | 0.7 | COc1ccc(OC)c(/C=c2\sc3nc(-c4cccs4)nn3c2=O)c1 | -7.6 | -13.1 | . | 134.7* | -16.1
3.8 | -17.4 | -2.7 | 2.7 | C=C(C)C1CCC2(C(=O)O)CCC3(C)C(CCC4C5(C)C(C=O)C(O)C(C)(C)C5CCC43C)C12 (centres undefined) | 2.5 | 2.6 | -0.00221 | -2.9 | -16.1
. | -29.1 | -1.3 | -7.3 | O=C(NC1CCCCC1)C(c1ccc(F)cc1)N(Cc1ccco1)C(=O)c1ccccn1 (centres undefined) | 3.9 | 0.1 | 0.157 | 5.1 | -3.3
1.3 | -18.4 | -7.8 | -4.5 | CC(C)OCCCNC(=O)CCC(=O)NNc1nc2ccccc2c2nc(-c3ccccc3)nn12 | -13.2 | -57.6 | 1.64 | -12.9 | -1.3
2.0 | -5.4[20 µM] | -5.4 | -2.8 | Nc1nc(SCC(=O)NCCC(c2ccccc2)c2ccccc2)n[nH]1 | 18.1 | -4.5 | . | -3.2 | 1.3
-7.8 | -7.9 | -7.0 | -8.2 | CCN1CCN(CCc2nc3cc([N+](=O)[O-])ccc3n2C)CC1 | . | -2.8 | -0.677 | -10.7 | -4.7
-8.0 | -8.2 | -11.8 | 5.7 | Cc1onc(-c2ccccc2)c1C(=O)Nc1nnc(N(C)Cc2ccccc2)s1 | -5.7 | -4.4 | -1.3 | -1.7 | 2.4
4.2 | -26.7 | -7.5 | 2.0 | COc1cccc(NC(=O)COC(=O)CC(NC(N)=O)c2ccc(Cl)cc2)c1 (centres undefined) | -81.1 | 3.6 | 0.0735 | -7.0 | -8.8
2.9 | -10.6[20 µM] | -19.2 | -12.4 | CN=C1S/C(=C\c2ccc(N3CCOCC3)c(F)c2)C(=O)N1C | 4.1 | -1.4 | 1.01 | 32.4 | 5.4
-1.7 | -20.9 | 2.9 | -7.4 | O=C(Nc1ncccc1Cl)c1ccccc1F | 3.8 | -15.2 | -0.362 | -17.1 | -1.3

An excerpt from above in order of their number in KCC2 mod, highest first.
molecule	KCC2 mod
CCNC(=S)N/N=C(\C)c1ccc2ccccc2c1	19.6*
Cc1cc(C)n2nc(SCC(=O)N/N=C/c3ccccn3)nc2n1	0.228
O=C(CCC(=O)N(CC(=O)NC1CCCCC1)Cc1cccs1)Nc1ccccn1	-0.921

The list continues.
Thrombin inh | Furin inh | NCF1 inh | 14-3-3 Bad inh | structure | Rad51 HR inh | KLK5 inh | KCC2 mod | EBV gp42 inh | eIF4E-4G inh
-5.8 | -24.2 | 0.1 | -8.0 | CC(C)Oc1ccc(CCc2n[nH]c(=S)n2-c2ccccc2)cc1 | 5.3 | -0.9 | 2.51 | -17.2 | -4.0
-1.6 | -19.4[20 µM] | -12.8 | 10.6 | Cc1ccc(Oc2ccc(-c3nc(N)nc(N)n3)cc2)cc1C | 2.3 | -6.4 | 0.0503 | -9.6 | 7.2
-1.8 | -0.7 | 14.6 | 69.5 | N=C1S/C(=C\c2ccc(-c3ccccc3C(=O)O)o2)C(=O)N1c1ccc2c(c1)OCO2 | -16.8 | -5.8 | -0.78 | 0.5 | 8.1
-2.9 | -6.1 | -10.6 | 4.2 | Cc1nc2ccccc2c2oc(C(=O)NCCCN3CCC(C)CC3)cc12 | 5.5 | 26.2 | -3.22 | 3.8 | 1.9
0.7 | -28.7 | -11.4 | 6.4 | COc1cc(CCC(=O)N2CCN(c3ccc(N4CCOCC4)nn3)CC2)cc(OC)c1OC | . | -6.1 | . | -16.4 | -4.1[fluorescence artefact?]
-11.9 | -15.7 | 2.0 | -7.5 | Cc1ccc(C)c(OCC(=O)NC(Cc2c[nH]c3ccccc23)C(=O)O)c1 (centres undefined) | 1.5 | -1.8 | . | -4.4 | 1.9
1.1 | -8.0[20 µM] | -7.0 | 4.2 | CCOc1ccc(-n2cnnn2)cc1S(=O)(=O)NCCc1ccc(OC)c(OC)c1 | -1.5 | 11.7 | . | -7.8 | -4.1
-2.6 | -27.9 | -9.7 | 3.2 | CN1CCC(Oc2ccc(Sc3ccccc3)cc2)CC1 | 0.1 | -11.6 | . | -2.8 | 4.1
-6.8 | -18.6 | 0.3 | -9.0 | CCN1CCN(CCCN(Cc2ccco2)C(=S)Nc2cc(Cl)ccc2C)CC1 | 0.7 | -2.6 | -0.753 | -15.5 | 0.0
-2.9 | -11.6 | -3.0 | -9.2 | CCCNc1ncnc2onc(C)c12 | 4.2 | -6.4 | 0.265 | -11.6 | 1.5
-1.3 | -16.2[20 µM] | -16.0 | -9.0 | N#CC1(c2ccc(NC(=O)c3ccccc3)cc2)CCCC1 | -1.9 | 3.1 | 0.974 | -11.9 | 4.6
-6.3 | -7.5[20 µM] | -7.5 | -5.7 | COC(=O)C1CCN(C(=O)c2sc3nc(-c4ccc(F)cc4)cn3c2C)CC1 | -7.6 | 2.6 | -0.786 | -27.6 | 1.0
-2.6 | -18.7 | -18.7 | -7.9 | O=C(NC(=S)NCCO)c1cn(-c2ccccc2)nc1-c1ccccc1 | . | . | 0.945 | 1.7 | -0.5
0.6 | -8.8[20 µM] | -34.6 | -4.1 | CC1CC/C(=C\c2ccc3c(c2)OCO3)C(=O)/C1=C/c1ccc2c(c1)OCO2 (centres undefined) | -6.2 | 3.8 | -0.622 | -1.8 | 0.8
-9.3 | -4.4 | -18.3 | 5.8 | O=C(Nc1ccc([N+](=O)[O-])cn1)c1cc(-c2cccc(Br)c2)nc2ccccc12 | -6.6 | -1.5 | -0.737 | -15.9 | 3.0
-3.9 | -22.4 | -16.5 | -4.7 | CC1(C)CC(=O)C(Sc2ccccc2)=C(O)C1 | -7.5 | -0.4 | . | -12.7 | -0.1
-2.4 | -12.4 | -8.5 | -2.6 | COc1ccc(/C=C/CN2CCN(Cc3cccc(OC)c3)C(CCO)C2)cc1 (centres undefined) | 12.2 | -1.3 | -0.631 | -17.6 | 0.1
27.5 | -6.9 | -2.5 | -2.4 | O=C(CNS(=O)(=O)c1cccc2nonc12)NCc1ccc(F)cc1 | -2.2 | -24.6 | -0.0275 | -0.3 | 5.7
-4.7 | -5.7[20 µM] | 1.2 | 0.0 | CCn1c(COc2ccc(OC)cc2)nc2ccccc21 | -8.9 | 11.8 | -3 | -6.2 | -4.5
-2.5 | -28.4 | -12.0 | -0.8 | COc1ccc(CCNC(=O)C2CC3Cn4c(nc5cc(Cl)c(Cl)cc54)C3N2C)cc1 (centres undefined) | 7.7 | 1.1 | -0.111 | -19.5 | -1.5
-15.2 | -23.2 | -14.3 | -2.3 | CCCCCCc1cc2cc(S(=O)(=O)c3ccc(F)cc3)c(=O)oc2cc1O | -2.0 | -32.4 | 0.191 | -8.5 | 0.7
0.8 | -21.6[20 µM] | 6.5 | 6.8[fluorescence artefact?] | O=C(Nc1ccc(Cl)c(Cl)c1)OCc1cnc(Cl)s1 | 2.3 | -1.8 | 0.457 | 4.4 | 0.8
-8.5 | -14.6 | -5.4 | -7.6 | COC(=O)C1=NNC2(c3ccc(Cl)cc3)C(=O)N(c3ccccc3)C(=O)C12 (centres undefined) | -3.7 | -5.3 | 0.0492 | 16.9 | 6.6[fluorescence artefact?]
-5.7 | -4.3 | -2.2 | -5.6 | C=CCNC(=S)NCc1cccnc1 | 4.1 | -14.0 | 1.39 | -19.5 | -1.4
-6.6 | 3.1 | -26.8 | -6.7 | CCOC(=O)/C=c1\s/c(=C\c2ccc(-c3ccccc3)cc2)c(=O)n1CC(=O)NCc1ccc2c(c1)OCO2 | -30.1 | -15.2 | 1.12 | -129.9 | -6.5

Entries listed above shown as hits in KCC2 mod.
Thrombin inh | Furin inh | NCF1 inh | 14-3-3 Bad inh | structure | Rad51 HR inh | KLK5 inh | KCC2 mod | EBV gp42 inh | eIF4E-4G inh
-4.5 | -14.3 | -5.0 | -5.1 | CCNC(=S)N/N=C(\C)c1ccc2ccccc2c1 | 0.6 | 2.8 | 19.6* | -6.2 | -3.4

Gathered by group: those above with bromine (2)
Thrombin inh | Furin inh | NCF1 inh | 14-3-3 Bad inh | structure | Rad51 HR inh | KLK5 inh | KCC2 mod | EBV gp42 inh | eIF4E-4G inh
1.3 | -8.8 | -87.7 | -36.5 | O=C(CSc1ccc2ccccc2c1Br)Nc1cccc(S(=O)(=O)NC2=NCCCCC2)c1 | 7.5 | -18.6 | 0.0297 | -33.1 | -1.4
-9.3 | -4.4 | -18.3 | 5.8 | O=C(Nc1ccc([N+](=O)[O-])cn1)c1cc(-c2cccc(Br)c2)nc2ccccc12 | -6.6 | -1.5 | -0.737 | -15.9 | 3.0
